# Source: PubChem
# DNA FID counter – fluorescent intercalator displacement, NS3 helicase counter-screen. DNA fluorescent intercalator displacement, fluorescence. inhibition, % at 7.9 µM. 290,000 compounds, 0.17% hits. AID 1845; in the data active = inhibition above about 37%;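 also: 0% = vehicle and 100% = reference compound; higher means more ethidium bromide displaced from hairpin DNA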
# GalR3 antag – blocks the human galanin receptor 3; O60755; HEK293 GalR3-CNG cAMP membrane potential fluorescence; galR3 body fused to GalR1 C-terminus; inhibition, % at 3 µM; 360,000 compounds, 0.44% hits;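 active = inhibition above the screen-wide average plus 3 SD, cut at about 13% in these data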;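 also: forskolin and galanin both at EC90 stimulate the cells; cAMP rise reported by CNG channel membrane potential dye signal; 0% = forskolin plus galanin with DMSO and 100% = forskolin alone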
# Target sequence (O60755 1-299 limits assumed): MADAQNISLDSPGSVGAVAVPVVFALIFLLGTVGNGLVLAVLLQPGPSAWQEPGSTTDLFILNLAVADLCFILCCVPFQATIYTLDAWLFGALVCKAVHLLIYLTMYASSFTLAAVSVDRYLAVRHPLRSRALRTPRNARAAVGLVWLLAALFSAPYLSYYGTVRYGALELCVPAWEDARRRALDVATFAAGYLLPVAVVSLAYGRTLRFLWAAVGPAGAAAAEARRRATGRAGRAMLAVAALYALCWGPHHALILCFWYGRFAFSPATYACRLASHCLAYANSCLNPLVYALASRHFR
# MEKK2wt PB1 HTS – raises or lowers MEK5 binding to wildtype human MEKK2 PB1 domain; Q9Y2U5; bead flow cytometry, Alexa488-MEK5 binding to MEKK2 WT; actives lie on both sides; binding response (% of control), % at 10 µM; 290,000 compounds, 1.1% hits; AID 1531; in the data active = binding response below about 67% or above about 130%; inconclusive = no clear call, values can overlap the other calls; inactive = in between
# MEKK3 PB1 HTS – raises or lowers MEK5 binding to the human MEKK3 PB1 domain; Q99759; 290,000 compounds, 1.4% hits; bead-based flow cytometry, Alexa488-MEK5 binding to MEKK3; actives lie on both sides; 0 = blocked by unlabeled MEK5, 100 = vehicle; binding response (% of control), % at 10 µM; AID 1529;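 active = binding response more than 3 SD above or below the average of its plate-row segment, actives on both sides; inconclusive = wells at one plate position flagged as instrument error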;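 also: Alexa488 bead fluorescence after subtracting the streptavidin-only scavenger bead signal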
# Target sequence (Q99759 whole entry, looked up, the tested form may be a part): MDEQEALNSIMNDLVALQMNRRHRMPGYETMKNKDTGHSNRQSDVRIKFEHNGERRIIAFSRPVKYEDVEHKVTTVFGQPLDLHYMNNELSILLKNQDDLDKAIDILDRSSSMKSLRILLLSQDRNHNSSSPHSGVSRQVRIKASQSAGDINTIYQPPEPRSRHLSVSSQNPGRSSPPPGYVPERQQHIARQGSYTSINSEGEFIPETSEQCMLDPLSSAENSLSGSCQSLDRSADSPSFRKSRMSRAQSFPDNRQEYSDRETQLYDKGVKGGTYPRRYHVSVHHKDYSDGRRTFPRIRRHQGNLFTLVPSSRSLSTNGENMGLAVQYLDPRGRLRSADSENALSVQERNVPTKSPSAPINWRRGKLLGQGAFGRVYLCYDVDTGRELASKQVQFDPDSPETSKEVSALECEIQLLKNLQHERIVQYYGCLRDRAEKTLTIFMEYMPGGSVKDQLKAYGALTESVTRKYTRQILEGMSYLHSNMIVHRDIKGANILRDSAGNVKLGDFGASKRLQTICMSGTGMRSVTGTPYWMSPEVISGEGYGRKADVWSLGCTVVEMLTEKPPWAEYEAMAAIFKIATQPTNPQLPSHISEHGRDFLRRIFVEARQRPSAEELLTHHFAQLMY
# CRFR2-BP ag – CRF-BP/CRF-R2 complex agonism. HEK293 CRF-R2/CRF-BP, calcium dye fluorescence (FLIPR); percent of saturating CRF peptide response. 350,000 compounds, 0.46% hits. activation, % at 13.2 µM;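 active = activation of at least 50%, plus an integration ratio under a set limit after plate pattern correction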;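 also: plate controls were neutral control wells without compound for no effect and CRF at EC100 for full effect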
# MEKK2 mut-MEK5 – signal of MEK5 binding to mutant human MEKK2 PB1 domain; bead flow cytometry, Alexa488-MEK5 binding to MEKK2 mutant; percent response, % at 10 µM; 290,000 compounds, 0.35% hits; in the data active = percent response above about 24%, passing the limit was not always enough; also: inactives centre near 1; some results filed as inactive read as strong as hits; reference of the scale not given here
# SUMO HTRF inh – inhibitors of human SUMOylation (UBC9); P63279; HTRF SUMOylation assay, SAE1/SAE2 + UBC9, in vitro; inhibition, % at 35 µM; 290,000 compounds, 0.36% hits; AID 2006; in the data active = inhibition above about 50%, passing the limit was not always enough; inconclusive = no clear call, values can overlap the other calls; also: strong numbers were not always called active
# Target sequence (P63279 whole entry, looked up): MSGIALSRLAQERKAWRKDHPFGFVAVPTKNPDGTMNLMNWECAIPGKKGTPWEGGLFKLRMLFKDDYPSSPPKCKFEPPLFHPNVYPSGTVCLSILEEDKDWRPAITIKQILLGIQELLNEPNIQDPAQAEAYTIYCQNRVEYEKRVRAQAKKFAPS
# CRFBP-R2 block – CRF-BP/CRF-R2 complex antagonism | inhibition, % at 11.8 µM | 350,000 compounds, 0.59% hits | HEK293 CRF-R2/CRF-BP, CRF-induced calcium fluorescence;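 active = inhibition of the ligand-induced calcium signal above about 50% at the single tested concentration, limit read from the data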
# NS3 helicase inh – HCV NS3 helicase inhibition. NS3 helicase DNA unwinding, Cy5 molecular beacon fluorescence. inhibition, % at 10.9 µM. 290,000 compounds, 0.56% hits. AID 1800;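 active = inhibition above the mean of all tested compounds plus 3 SD, set per campaign, cut at about 35% in these data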;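 also: 0% = DMSO wells and 100% = thioflavine S control wells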
#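 Test system: hepatitis C virus NS3 helicase domain fragment enzyme. Also added: annealed dual-labelled DNA beacon duplex, ATP-started. Timing: 60 min unwinding reaction at 25 °C after ATP addition. Technique: Cy5 fluorescence. Measure: % inhibition of unwinding.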
# Starred values were filed as active, the others as inactive; ? = inconclusive; . = not tested or not shown.
structure	DNA FID counter	GalR3 antag	MEKK2wt PB1 HTS	MEKK3 PB1 HTS	CRFR2-BP ag	MEKK2 mut-MEK5	SUMO HTRF inh	CRFBP-R2 block	NS3 helicase inh
COC(=O)CN(c1ccc(F)cc1)S(=O)(=O)c1ccccc1	-4	-1	98	95	-0.2	1	8	13	0
CCCCN(C(=O)c1c(C)[nH]c(C(=O)OCC)c1C)c1ccccc1	-32	-7	111	109	-0.9	11	-11	16	-2
CCN1CCCC1CNC(=O)CCNC(=O)c1cc(OC)c(OC)c(OC)c1 (stereo unspecified)	-2	-7	97	96	-1.0	-7	-2	5	8
CCCOC(=O)C1=C(C)N(C)C(=O)NC1c1cc2c(cc1Br)OCO2 (stereo unspecified)	-28	-4	105	103	-2.6	7	-5	-8	0
CCN(CC)CCCNC(=O)Cn1cc2c(n1)CCC(C)C2 (stereo unspecified)	1	-2	98	94	-1.1	0	4	13	5
O=C(O)c1ccccc1-c1ccccc1C(=O)Nc1nccs1	-6	9	105	102	1.5	3	2	0	6
COc1ccc2nc(SCC(=O)Nc3c(C)cccc3C)[nH]c2c1	-9	0	100	98	-2.0	2	35	2	-7
COCCNC(=O)CSc1ccccc1C(=O)NC1CCCc2ccccc21 (stereo unspecified)	-16	-7	86	83	0.2	-16	-8	4	3
CC(C)c1ccc(C(CC(=O)c2ccc(Cl)cc2)C(=O)O)cc1 (stereo unspecified)	-42	2	97	99	0.4	0	11	10	37*
O=C(N/N=C1/SCC(=O)N1Cc1ccco1)c1ccccc1F	1	-4	98	102	-0.1	-7	7	-13	-1
Cc1cccc(NC(=S)N/N=C/C(C)c2ccccc2)c1C (stereo unspecified)	-26	-3	94	97	-2.4	-8	9	-8	2
COc1cc(C(=O)NCc2nnc(SCC(=O)NC3CCCC3)o2)cc(OC)c1OC	-16	-7	94	96	-1.1	-2	-14	-1	7
COc1ccc(NC(=O)C(c2ccccc2)N(C)C(=O)c2ccc(=O)[nH]c2)cc1 (stereo unspecified)	-8	-4	103	100	-3.3	-2	9	3	10
Cc1cc(NC(=O)CSc2nnc(CNc3cccc(C(F)(F)F)c3)n2Cc2ccco2)no1	-6	-5	98	103	-1.1	-1	11	-10	2
CN(c1ccccc1)S(=O)(=O)c1cccc(C(=O)OCC(=O)NCc2ccc3c(c2)OCO3)c1	-16	-8	115	104	3.3	10	-12	35	-12
COc1cccc(OCc2nnc(SCC(=O)NNC(=O)C3CCCCC3)n2C)c1	-28	-2	102	101	0.8	0	-6	-18	7
C=CCNc1nc2ccccc2nc1NS(=O)(=O)c1ccc(OC)cc1	-21	-8	95	95	-0.6	-2	4	-5	11
CCc1ccc(-c2ccc(SCc3ccccn3)nn2)cc1	-23	-5	93	97	1.6	1	-6	8	-19
Cc1ccc(C(=O)Nc2cccc(-c3nc4ncccc4o3)c2)cc1	-22	4	101	102	-0.8	-1	19	2	0
Cc1nc(-c2ccccc2)sc1-c1nc(-c2cccs2)ncc1S(=O)(=O)c1ccccc1	1	.	99	103	.	1	-43	.	0
COc1ccc(N2CC(C(=O)Nc3nnc(SCC(=O)N4CCOCC4)s3)CC2=O)cc1 (stereo unspecified)	-28	3	108	104	-0.5	8	-1	6	3
CC1(C)CC(=O)C(C(c2ccc(F)cc2)C2C(=O)CC(C)(C)CC2=O)C(=O)C1	-5	0	100	103	-1.5	0	-8	0	-2
COc1ccc(CNCCNC(=O)c2ccco2)c(OC)c1OC	2	-6	114	127*	-0.8	6	1	1	-4
Cc1ccccc1CSc1nn2c(=O)c(C)nnc2s1	-5	-1	100	100	-2.2	3	3	1	2
CCOC(=O)c1c(C)c(C(=O)NCC2CCCO2)c(C)n1C (stereo unspecified)	-3	-4	104	97	2.1	-2	-3	9	-1
CCn1c(SCC(=O)N/N=C/c2c[nH]c3ccccc23)nnc1-c1ccc(Cl)cc1	-26	-1	89	87	-4.7	-3	14	-24	-3
O=C(Cn1cnc2ccccc2c1=O)NCC(=O)N1CCN(c2ccccn2)CC1	-5	0	104	103	0.8	4	12	-2	-6
COC(=O)c1c(-c2ccc(C)cc2)csc1NC(=O)c1c(-c2ccccc2)noc1C	-12	-4	100	98	.	-1	-1	.	-9
CCN(CC)S(=O)(=O)c1ccc(C(=O)OCC(=O)Nc2ccc(-c3nc4ccc(C)cc4s3)cc2)cc1	1	0	89	90	1.6	-2	11	12	-4
Cc1cccc(/C=N\NC(=O)c2csnn2)c1	2	-3	98	96	-0.2	14	16	9	3

# Reprinted at random: 3 entries already listed
structure	DNA FID counter	GalR3 antag	MEKK2wt PB1 HTS	MEKK3 PB1 HTS	CRFR2-BP ag	MEKK2 mut-MEK5	SUMO HTRF inh	CRFBP-R2 block	NS3 helicase inh
COC(=O)c1c(-c2ccc(C)cc2)csc1NC(=O)c1c(-c2ccccc2)noc1C	-12	-4	100	98	.	-1	-1	.	-9
COC(=O)CN(c1ccc(F)cc1)S(=O)(=O)c1ccccc1	-4	-1	98	95	-0.2	1	8	13	0
O=C(O)c1ccccc1-c1ccccc1C(=O)Nc1nccs1	-6	9	105	102	1.5	3	2	0	6

# (next part)
structure	DNA FID counter	GalR3 antag	MEKK2wt PB1 HTS	MEKK3 PB1 HTS	CRFR2-BP ag	MEKK2 mut-MEK5	SUMO HTRF inh	CRFBP-R2 block	NS3 helicase inh
CCCn1c(=O)c2c(nc3n2CCCN3CCc2ccc(OC)c(OC)c2)n(C)c1=O	-36	-4	105	103	-0.8	11	3	20	11
O=C(c1ccccc1)N1CCN(S(=O)(=O)N2CCCCCC2)CC1	-33	-10	98	98	-0.8	-5	-7	-4	19
CN(C)CCN1C(=O)C(=O)/C(=C(/O)c2ccc(OCc3ccccc3)cc2)C1c1ccncc1 (stereo unspecified)	-2	-1	108	106	1.4	9	7	24	-1
Cc1cccc(NC(=O)C2CC(=O)NC(Nc3nc4ccccc4s3)=N2)c1 (stereo unspecified)	4	-2	105	102	.	11	5	.	1
Cc1[nH]c2ccccc2c1C(=O)CN1C(=O)NC2(CC(C)CC(C)(C)C2)C1=O (stereo unspecified)	-17	-8	97	100	16	-2	-10	-32	-12
CC(=O)n1cc(/C=N/NC(=O)c2ccccc2O)c2ccccc21	-2	-2	102	103	-2.2	3	6	4	5
CCC(=O)N(CC(=O)Nc1sc(C)c(C)c1C(N)=O)Cc1ccc(F)cc1	-17	-3	100	98	-1.4	2	8	6	1
CN(Cc1ccccc1)C(=O)COC(=O)c1ccc(Cl)cc1N	-19	-3	95	95	-1.4	-2	1	7	-8
Cc1c(N(C)C(=O)C23CC4CC(CC(C4)C2)C3)c(=O)n(-c2ccccc2)n1C	-17	-3	104	104	-0.2	7	-5	-3	9
O=C(NNC(=O)c1ccc(Br)cc1)c1ccncc1	0	-7	106	106	0.1	8	9	9	-10
Cc1nc(-c2ccc(C(=O)Nc3cccc(F)c3)cc2)cs1	-8	-2	104	108	3.2	1	12	-2	0
c1ccc(-n2ncc3cccnc32)cc1	1	-1	101	103	-0.7	6	20	-5	-5
NC(=O)CCC(NS(=O)(=O)c1ccc(Cl)cc1)C(=O)NCc1ccc(Cl)cc1 (stereo unspecified)	-16	-4	96	99	0.1	-2	15	3	0
CC(C)(C)CC(=O)Nc1cc2c3c(c1)CCC(=O)N3CCC2	-26	-8	100	101	3.3	5	14	-4	-1
S=c1[nH]nc(C2CCCCC2)n1/N=C/c1ccccn1	2	-5	76	67	1.8	-8	-6	-23	13
CCN(CC)S(=O)(=O)c1ccc2c(c1)N(CC(=O)NCCN1CCOCC1)C(=O)CO2	-2	2	104	102	-0.4	2	2	-1	3
COc1cccc(NC(=O)Cc2ccc3ccccc3c2)c1	-11	-3	101	104	-0.7	0	-11	14	-5
O=C(COc1ccc(Cl)cc1)NNC(=O)C(=O)N1CCCCC1	-7	-5	103	101	-2.9	4	6	12	6
COc1ccc(C(=O)O/N=C(/c2cccs2)C(C)(C)C)cc1	-27	-5	93	92	-1.8	-19	11	13	-1
COCCn1c(C)cc(C(=O)CSc2nc3nc(C)cc(C)n3n2)c1C	-22	1	88	92	0.8	-2	12	8	4
CSc1ccc(/C=N/n2c(Cc3ccc(Br)cc3)n[nH]c2=S)cc1	-18	-3	96	102	3.5	-2	-14	-28	-1
CCOC(=O)c1c(C)[nH]c(N=Nc2cccc(C)c2)c1C	-1	-5	104	101	2.4	1	-27	-29	-1
CCn1c(SCC(=O)N(C)c2ccccc2)nc2c([nH]c3ccccc32)c1=O	-33	-4	114	108	0.3	12	-8	-15	0
O=S(=O)(Nc1ccccc1)c1ccc(F)cc1	3	-4	98	100	0.1	-6	1	3	1
Cc1cccc(-n2nc3c(c2NC(=O)c2ccc(Br)o2)CSC3)c1	-13	-11	96	102	0.1	-1	12	4	6
CCN1CCN(CCNC(=O)c2ccc3nc(-c4cccc(C)c4)c(-c4cccc(C)c4)nc3c2)CC1	31	1	151*	104	1.9	25*	16	-10	-87
CCOC(=O)Cn1c(=O)oc2cc(S(=O)(=O)N(C)c3cccc(C)c3)ccc21	-20	0	90	85	1.0	-21	-27	-23	4
Cc1ccccc1-n1cnnc1SCC(=O)Nc1cccnc1Cl	-10	-3	99	93	-0.4	-2	3	-3	-7
CCC(=O)NC(=S)Nc1ccc(S(=O)(=O)N2CCN(C)CC2)cc1	-3	3	102	99	-1.3	-2	6	-3	2
COc1ccc(S(=O)(=O)Nc2ccc(C)cn2)cc1	-4	-9	101	104	0.1	2	20	-19	3

# Next compounds.
structure	DNA FID counter	GalR3 antag	MEKK2wt PB1 HTS	MEKK3 PB1 HTS	CRFR2-BP ag	MEKK2 mut-MEK5	SUMO HTRF inh	CRFBP-R2 block	NS3 helicase inh
CN(C)S(=O)(=O)c1cccc(NC(=S)N/N=C/c2cc(Br)ccc2O)c1	-17	-6	83	87	9.6	-32	48	-3	46*
Cc1ccc(S(=O)(=O)N2CCC(NC(=O)c3cccnc3)CC2)cc1Cl	-28	-2	95	102	0.1	-3	-13	-5	-1
CCCCN1C(=O)/C(=C2\SC(N3CCCCC3)=NC2=O)c2ccccc21	3	-4	89	102	-2.6	-5	-7	-8	-6
O=C(CSc1n[nH]c(=O)[nH]c1=O)c1ccc([N+](=O)[O-])cc1	4	-6	?	?	-0.6	-41	6	-2	5
CCOc1ccc(-c2ccc(SCC(=O)NCC3CCCO3)nn2)cc1 (stereo unspecified)	-19	-2	88	93	-2.3	-9	14	-3	3
CCn1c(SCC(=O)c2ccc(NS(=O)(=O)c3ccccc3)cc2)nnc1-c1cccs1	-30	-3	101	103	-1.9	-1	6	-44	0
COc1ccc(-n2nc3c(c2NC(=O)c2ccc(S(=O)(=O)N4CCOCC4)cc2)CS(=O)(=O)C3)cc1	-24	0	93	99	-0.8	-7	5	5	-4
CN1CCC(=O)N([C@H](COc2ccccc2)Cc2ccccc2)CC1	4	-4	96	101	-2.2	5	7	3	11
O=C(O)c1cc(NC(=O)c2ccc(Cl)c([N+](=O)[O-])c2)cc(C(=O)O)c1	3	-1	101	98	0.1	-1	5	2	3
CCCn1cnnc1CNC(=O)C1CCC(=O)N(CCCc2ccccc2)C1 (stereo unspecified)	-19	-7	97	103	-0.3	4	-10	-13	13
Cc1cc(=O)n(C)c2ccccc12	0	1	106	103	-1.6	7	7	-2	-1

# These rows are one share of the data, so the mix of outcomes need not match the whole.
